# From PubChem
# Vif-A3F inh: inhibitors of Vif-A3F interaction; HeLa A3F-eYFP + Vif (tagged APOBEC3F with the HIV-1 protein that degrades it), YFP fluorescence increase; Potency, µM (highest dose often 46.1 µM), for inactives: at the top dose activity, negative = active; actives 0.2% (n = 390,000); AID 602313; note: potency is the fitted concentration of half-maximal effect; % of control where 0% means no effect; nearly all actives have a fitted effect of over 65% in size
#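 Fluorescence increase (Ex 488/Em 500-530) after overnight compound treatment at 37 deg C flags inhibition of Vif-driven A3F-eYFP loss in stable HeLa A3F-eYFP/Vif cells seeded overnight beforehand.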
# Vif-APOBEC3G blk: Vif-A3G binding inhibition; Q9HC16; HeLa A3G-eYFP + Vif (tagged APOBEC3G with the HIV-1 protein that degrades it), YFP fluorescence, overnight; Potency, µM (titrated, usually from 46.1 µM), inactives show top-dose activity, negative = active, usual class: inhibitors; actives 0.076% (n = 410,000); AID 602310;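 note: potency is the fitted concentration of half-maximal effect; % is set by controls: 0 for no effect and ±100 for the full control effect; nearly all actives have a fitted effect of over 60% in size; hits raise eYFP signal because A3G escapes Vif-driven loss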
# Target sequence (Q9HC16 whole entry, looked up): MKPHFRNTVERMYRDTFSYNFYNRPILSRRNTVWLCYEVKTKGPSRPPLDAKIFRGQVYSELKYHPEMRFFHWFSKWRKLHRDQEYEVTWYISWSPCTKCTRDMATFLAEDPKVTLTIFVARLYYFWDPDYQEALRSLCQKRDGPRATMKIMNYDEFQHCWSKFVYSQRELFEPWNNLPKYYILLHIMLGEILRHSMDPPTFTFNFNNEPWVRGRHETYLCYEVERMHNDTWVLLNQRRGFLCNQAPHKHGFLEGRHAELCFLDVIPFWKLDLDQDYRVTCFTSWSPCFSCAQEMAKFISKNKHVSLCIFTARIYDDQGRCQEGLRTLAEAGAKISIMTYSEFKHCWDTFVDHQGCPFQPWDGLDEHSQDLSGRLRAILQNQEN
#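 Read-out is eYFP fluorescence (Ex 488/Em 500-530) from Vif-expressing HeLa A3G-eYFP cells; more signal means A3G escaped Vif-mediated degradation. Cells plated overnight, compound pinned in, incubated overnight at 37 deg C.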
# LDHA inh: LDHA (human) enzyme inhibition. activity change, % (values are at about 110 or 230 µM). actives 0.15% (n = 480,000). AID 1347041. purified LDHA, NADH/diaphorase-resazurin fluorescence; active compounds read low; in the data active = activity change below about -30%; inconclusive = mostly about -25% to -30%;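 note: plate controls were DMSO wells for no effect and wells without enzyme for full effect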
#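 Enzyme activity of human lactate dehydrogenase 5 (2 nM; 0.06 mM NADH, 0.2 mM pyruvate, 5 min, RT) is measured via a resazurin/diaphorase fluorescence readout of residual NADH.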
# PI4K2A block: PI4K2A (human) kinase inhibition; purified PI4K2A, ADP-Glo luminescence, 1 h; active compounds read low; activity change, negative = inhibition, % at 76.9 µM; actives 0.13% (n = 420,000); in the data active = activity change below about -50%; inconclusive = mostly about -30% to -49%;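 note: -100% = wells without enzyme as full effect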
#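 ADP-Glo luminescence measured ADP generated by PI4K2A enzyme (4 ug/mL before mixing) with 1.2 mM PI substrate (pre-mix) and 300 microM ATP (pre-mix). Tris pH7.5 buffer with MgCl2, Triton X-100; 1 h reaction at ambient temperature.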
# mIDH1 inhibitor: blocks human mutant IDH1 R132H enzyme; O75874; IDH1-R132H enzyme, NADPH consumption, diaphorase/resazurin fluorescence; Potency, µM (doses to about 76.6 µM), without a hit: at the top dose activity change, negative = inhibition, actives largely listed as inhibitors; actives 0.093% (n = 390,000); note: potency is the fitted concentration of half-maximal effect; % is set by controls: 0 for no effect and ±100 for the full control effect; nearly all actives have a fitted effect of over 65% in size
# Target sequence (O75874 whole entry R132H, stated change not applied): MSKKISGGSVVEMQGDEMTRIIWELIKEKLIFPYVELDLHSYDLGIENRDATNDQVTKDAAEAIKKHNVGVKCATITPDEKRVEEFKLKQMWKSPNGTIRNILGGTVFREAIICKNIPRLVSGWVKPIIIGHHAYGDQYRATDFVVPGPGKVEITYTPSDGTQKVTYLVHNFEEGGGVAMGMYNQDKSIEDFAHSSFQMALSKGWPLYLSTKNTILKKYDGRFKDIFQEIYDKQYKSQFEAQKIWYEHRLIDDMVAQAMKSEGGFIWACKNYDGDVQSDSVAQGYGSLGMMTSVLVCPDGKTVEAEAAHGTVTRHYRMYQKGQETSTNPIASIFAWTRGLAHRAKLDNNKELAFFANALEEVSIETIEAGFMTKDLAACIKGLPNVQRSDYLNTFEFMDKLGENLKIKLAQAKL
#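 IDH1-R132H (0.5 ug/mL dispensed) in pH 7.5 Tris buffer was preincubated 30 min with compound, then given a substrate mix of 0.016 mM NADPH and 2 mM alpha-KG for 80 min at room temperature; remaining NADPH was read by diaphorase/resazurin fluorescence.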
# TrxR1 substrate: substrates of rat thioredoxin reductase 1. actives 0.01% (n = 390,000). Potency, µM (top dose mostly 114 µM), for inactives: top-dose activity change, negative = substrate turnover. purified TrxR1 substrate turnover, NADPH consumption readout. O89049. AID 588456; note: potency is the fitted concentration of half-maximal effect; % is set by controls: 0 for no effect and ±100 for the full control effect; nearly all actives have a fitted effect of over 50% in size
#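 Rat TrxR1, dispensed at 90 nM, was prereduced with 400 uM NADPH (final) for 5 min at ~22 deg C, then incubated with compound 15 min before 400 uM selenite. A first-read NADPH fluorescence drop versus no-compound background flagged substrates.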
# RXFP1 ag: activates the human relaxin receptor RXFP1; HEK293T-RXFP1 cAMP TR-FRET, 30 min; response scale: percent of porcine relaxin response, buffer zero; actives 0.3% (n = 370,000); Potency, µM (series often up to 57.5 µM), inactives show top-dose activation, usual class: activators; Q9HBX9; note: potency is the fitted concentration of half-maximal effect; % is set by controls: 0 for no effect and ±100 for the full control effect; nearly all actives have a fitted effect of over 60% in size; many of its hits are not listed in these tables
#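 Agonist response is measured as cAMP accumulation in an RXFP1-transfected HEK293T line under PDE4 inhibition. Values are scaled between buffer-only and 29 nM porcine relaxin, and EC50s come from standard Hill equation fits.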
# Glioma ERSR ind: ER stress response induction in glioma; U87-MG GRP78 promoter luciferase reporter, 16 h; AID 602332; actives 0.02% (n = 420,000); Potency, µM, inactives show at the highest dose activation, hits mostly activators; note: potency is the fitted concentration of half-maximal effect; series mostly up to about 76 µM; % of control where 0% means no effect; nearly all actives have a fitted effect of over 35% in size
#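 Stably transfected U87-MG glioma cells carrying a GRP78-based luciferase sensor; 16 h compound incubation. Luminescence end-point read 10 min after Bright-Glo addition at room temperature.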
# USP1 inh: inhibitors of human USP1/UAF1 deubiquitinase; O94782; recombinant USP1/UAF1, Ub-Rhodamine cleavage fluorescence; Potency, µM (series often up to 57.1 µM), for inactives: at the top dose activity change, negative = inhibition, most hits filed as inhibitors; actives 0.23% (n = 390,000); AID 743255; note: potency is the fitted concentration of half-maximal effect; % is set by controls: 0 for no effect and ±100 for the full control effect; nearly all actives have a fitted effect of over 60% in size; inactives centre near -12
#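 In this screen, compounds sit with the deubiquitinase complex (1nM) for 15 min at room temperature before Ub-Rho is added at 150nM final. Fluorescence rise is then followed for 6 reads every 60 seconds.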
# The depositor's hits bear a star; u = inconclusive; x = no result given; & = joins results of further samples; [ ] = remark or other dose. Unless noted, calls come from the whole dose curve; as a rule, active = well fitted curve in the direction sought with a large enough effect; inconclusive = small, poorly fitted or top-dose-only effect, or another doubt; inactive = no such curve, though single readings can be large; an effect the other way counts as inactive or inconclusive. These rows are one share of the data. The share of hits here may be higher or lower than overall.
# Second line of a record – Vif-A3F inh	Vif-APOBEC3G blk	LDHA inh	PI4K2A block	mIDH1 inhibitor	TrxR1 substrate	RXFP1 ag	Glioma ERSR ind	USP1 inh
COc1cc(-c2noc(C)c2C#Cc2ccccn2)cc(OC)c1OC
  -4%	u	2	-1	8%	3%[57.1 µM]	-0.3%	-2%&-2%	-29%
CCOC(=O)c1c(C)oc2nc(C)nc(Nc3cc(C)cc(C)c3)c12
  3%	-2%	-5	0	-8%	-5%	0.0%	2%	2%
O=C(Nc1ccc(Cl)cc1Cl)NC1CCCC1
  -6%	-5%	1	2	5%	2%	-1.7%	3%	-5%
Cc1ccccc1N1C(=O)C2C3CC(=O)C(c4ccccc43)C2C1=O (centres undefined)
  -5%	2%	1	-3	1%	16%	2.2%	-1%	-14%
CCOC(=O)c1c(C)[nH]c(C)c1S(=O)(=O)N1CCC(C(=O)Nc2cc(Cl)ccc2OC)CC1
  11%	3%	-9	-1	-15%	1%[57.1 µM]	9.7%	-3%	-15%
O=C(O)C1C2CC2CN1C(=O)c1ccc(Cl)cc1Cl (centres undefined)
  -3%	2%	-5	-2	9%	-14%[57.1 µM]	0.8%	-1%	-13%
O=C(NCc1ccco1)c1ccc2c(c1)N(Cc1ccccc1)C(=O)CS2
  0%	-2%	-12	2	1%	-7%	1.6%	-4%	-14%
COc1ccc(-c2nc3ccc(NS(=O)(=O)c4ccccc4)cc3o2)cc1
  x	x	-5	0	x	-2%	0.6%	x	-29%
CCC(CCC(=O)NNC(=O)Cc1ccc([N+](=O)[O-])cc1)C(=O)O (centres undefined)
  4%	-3%	-4	4	-2%	-3%	7.0%	-2%	-21%
Cc1ccc(-c2c(C(=O)N/N=C/c3ccsc3)nnn2-c2nonc2N)cc1
  4%	-1%	-1	2	23%	-4%	-2.6%	-1%	-30%
O=C1CC2(CC(c3ccc(Cl)cc3)=NO2)C(=O)N1c1ccccc1 (centres undefined)
  -2%	0%	-12	2	17%	2%	4.8%	-3%	-16%
CCN(C(=O)COC(=O)/C=C/c1ccco1)c1c(N)n(Cc2ccccc2)c(=O)[nH]c1=O
  -18%	0%	-7	3	-11%	-2%	-0.3%	-2%	-1%
O=C(c1ccco1)N1CCN(c2cc(N3CCOCC3)c(F)cc2[N+](=O)[O-])CC1
  -5%	-2%	-7	3	6%	1%[57.1 µM]	-0.2%	-3%	-26%
CCNc1nc(NCC)nc(C(=O)Nc2ccccc2)n1
  0%	1%	3	-3	5%	-5%[57.1 µM]	-1.1%	0%	-21%
CCOc1cc(N2CCOCC2)c(OCC)cc1NC(=O)c1ccc(NC(C)=O)cc1
  -3%	-4%	-1	1	8%	-13%	5.7%	0%	-4%
CC(=O)N1CCc2c(sc(NC(=O)C3CCCN3S(=O)(=O)c3cccs3)c2C(N)=O)C1 (centres undefined)
  u	-1%	-8	0	0%	3%	1.1%	-3%	u
CCCCCCn1c(=O)n2n(c1=O)C[C@]1(OC(=O)NCc3ccco3)CN(S(=O)(=O)c3ccc(C)cc3)C[C@]1(O)C2
  -1%	-1%	-5	1	-4%	x	x	-3%	-27%
COc1ccc(C(=O)C[n+]2cc(-c3ccc(OC)cc3)n3c2CCCC3)cc1
  -1%&-9%	7%&4%	-9&-10	2&-1	-10%&-2%	4%[57.1 µM]	0.0%&2.3%	-5%&0%	-21%&-2%
COc1cccc(-c2nc(S(=O)(=O)c3ccc(C)cc3)c(NCc3ccccc3)o2)c1
  x	x	1	-1	x	32%[activator]	-6.6%	x	-18%
CCc1cccc(C)c1NC(=O)CSc1ncn[nH]1
  1%	4%	-5	10	-4%	1%	0.1%	-5%	1%
O=C(NCCCNC(=O)c1ccco1)c1ccc(Cl)c(Cl)c1
  1%	0%	-1	4	6%	0%	0.8%	0%	-14%
Cc1nc(C(F)(F)F)ccc1C(=O)Nc1ccccc1N1CCOCC1
  -3%	7%	1	1	0%	13%	-2.2%	1%	-19%
Cc1ccc(C2=NN(Cc3nnc(-c4ccccc4)o3)C(=O)SC2)cc1
  1%	-2%	-2	3	7%	-11%	0.1%	4%	-19%
CCOC(=O)c1ccc(COC(=O)CNC(=O)CNC(=O)Cc2ccccc2)cc1
  2%	0%	-7	3	3%	4%	0.2%	-3%	-20%
NC(=O)c1nnsc1-c1ccco1
  3%	-5%	-6	4	4%	2%[2.29 µM]	x	-1%	u
Cc1oc2c(c(C)cc3oc(=O)c(CC(=O)NCc4ccccc4)c(C)c32)c1C
  -5%	5%	-4	-1	-18%	0%	0.4%	-1%	-14%
CCc1cccc(C)c1NC(=O)c1cccc(C(=O)Nc2c(C)cccc2CC)c1
  -6%	-5%	-14	-2	-19%	-1%	-5.9%	-1%	-24%
CC(=O)c1c(C)[nH]c(C(=O)CSc2nnc(-c3ccccc3)n2Cc2ccc3c(c2)OCO3)c1C
  0%	-26%	-1	-7	4%	7%[57.1 µM]	-0.5%	-2%	6%
Fc1ccc(NCc2nnc3n2CCCCC3)cc1Cl
  2%	-3%	-2	0	-8%	4%[57.1 µM]	2.7%	-2%	-20%
CN1OC[C@@H]2CN(Cc3ccc4c(c3)OCO4)[C@H](c3ccc(N4CCCCC4)cc3)C[C@@H]21
  x	-2%	-1	-3	x	x	x	-3%	x
COc1ccccc1CNCC(=O)Nc1cc(S(=O)(=O)N2CCOCC2)ccc1Cl
  -4%	1%	-1	-1	-1%	-9%	-2.5%	-4%	-15%
COc1ccc(-c2nc(-c3cccc(C)c3)[nH]c(=O)c2C#N)cc1
  -5%	3%	-7	2	-1%	25%[57.1 µM]	2.1%	2%	-15%
O=C(NC1CCCCC1)N1CCN(c2ccc(Cl)cc2)CC1
  3%	1%	-1	8	4%	-14%	-1.0%	-6%	-10%
Cc1cc(C)cc(OCCNS(=O)(=O)c2cccs2)c1
  u	-2%	-6	2	3%	4%[57.1 µM]	-1.2%	1%	-14%
COc1cccc(C(C)(O)c2nc(-c3ccc(S(C)(=O)=O)cc3)cs2)c1 (centres undefined)
  x	-4%	2	3	x	x	x	-2%	x
COCc1nnc(NC(=O)C23CC4CC(CC(C4)C2)C3)s1
  -2%	1%	-8	6	-3%	0%	1.4%	-2%	-7%
COC(=O)c1sccc1NC(=O)CNC(=O)c1ccccc1
  4%	0%	-6	4	4%	5%[57.1 µM]	9.7%	-2%	-5%
Cc1noc(C)c1-c1ccc(C(=O)NCc2cccnc2)c2occc12
  x	-1%	-6	0	x	x	x	1%	x
CCN(CC)CCCN=C1N[C@@H](c2ccccc2)C(C(=O)OC)=C(C)N1CC
  -3%	3%	-15	-2	9%	6%[57.1 µM]	-0.8%&0.5%	-2%	-3%
O=Cc1c(-[n+]2ccccc2)nc([O-])n1-c1ccccc1
  1%	5%	-2	1	3%	8%	-0.1%	3%	-13%

# An excerpt from above in order of the RXFP1 ag value, smallest number first.
smiles	RXFP1 ag
CCc1cccc(C)c1NC(=O)c1cccc(C(=O)Nc2c(C)cccc2CC)c1	-5.9%
CC(=O)c1c(C)[nH]c(C(=O)CSc2nnc(-c3ccccc3)n2Cc2ccc3c(c2)OCO3)c1C	-0.5%
COCc1nnc(NC(=O)C23CC4CC(CC(C4)C2)C3)s1	1.4%

# Filtered by structure: the compounds so far with an aryl methoxy group
# Second line of a record – Vif-A3F inh	Vif-APOBEC3G blk	LDHA inh	PI4K2A block	mIDH1 inhibitor	TrxR1 substrate	RXFP1 ag	Glioma ERSR ind	USP1 inh
COc1cc(-c2noc(C)c2C#Cc2ccccn2)cc(OC)c1OC
  -4%	u	2	-1	8%	3%[57.1 µM]	-0.3%	-2%&-2%	-29%
CCOC(=O)c1c(C)[nH]c(C)c1S(=O)(=O)N1CCC(C(=O)Nc2cc(Cl)ccc2OC)CC1
  11%	3%	-9	-1	-15%	1%[57.1 µM]	9.7%	-3%	-15%
COc1ccc(-c2nc3ccc(NS(=O)(=O)c4ccccc4)cc3o2)cc1
  x	x	-5	0	x	-2%	0.6%	x	-29%
COc1ccc(C(=O)C[n+]2cc(-c3ccc(OC)cc3)n3c2CCCC3)cc1
  -1%&-9%	7%&4%	-9&-10	2&-1	-10%&-2%	4%[57.1 µM]	0.0%&2.3%	-5%&0%	-21%&-2%
COc1cccc(-c2nc(S(=O)(=O)c3ccc(C)cc3)c(NCc3ccccc3)o2)c1
  x	x	1	-1	x	32%[activator]	-6.6%	x	-18%
COc1ccccc1CNCC(=O)Nc1cc(S(=O)(=O)N2CCOCC2)ccc1Cl
  -4%	1%	-1	-1	-1%	-9%	-2.5%	-4%	-15%
COc1ccc(-c2nc(-c3cccc(C)c3)[nH]c(=O)c2C#N)cc1
  -5%	3%	-7	2	-1%	25%[57.1 µM]	2.1%	2%	-15%
COc1cccc(C(C)(O)c2nc(-c3ccc(S(C)(=O)=O)cc3)cs2)c1 (centres undefined)
  x	-4%	2	3	x	x	x	-2%	x
